DSG3 Ab inh: blocks pemphigus antibody binding to human desmoglein-3; P32926; DSG3-coupled beads, scFv-anti-DSG3-GFP binding, flow cytometry; stronger effect = lower value; binding (percent of control), % at 10 µM; hit rate 0.48% among 310,000; AID 588358;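 active = binding more than 3 SD below its plate's average and above zero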; also: some compounds called inactive have numbers as strong as hits
Mot1-301 SUMO: SUMOylation pathway inhibition by Mot1-301 growth rescue. S. cerevisiae Mot1-301 growth rescue, ATP luminescence, 38.5C; percent above DMSO median, 100 means doubled. growth rescue, % at 18.8 µM. hit rate 1% among 320,000. AID 2716;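 active = every valid replicate shows activation above 250% relative to neutral control wells; inactive = the rest, any valid replicate at or below 250%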;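 also: OY570 slx delta 5 strain wells were the positive control but not used for scaling; some compounds called inactive have numbers as strong as hits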
PKA-R1A act: PKA-R1A complex activation | AID 504707 | PKA-R1A dissociation, Cy5-IP20 fluorescence polarization; scaled: DMSO 0%, 113 µM cGMP 100% | hit rate 0.083% among 340,000 | P00514+P68181 | activation, % at 11.4 µM;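 active = percent activation above the mean of all tested compounds plus 3 SD, cut at about 19% in these data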;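 also: higher means more PKAc released from R1A so a rise in polarization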
CDK5 inh: blocks human CDK5/p35 kinase activity. hit rate 0.01% among 330,000. AID 488839. inhibition, % at 10 µM. Recombinant CDK5/p35, ADP-Glo luminescence, 60 min. Q00535+Q15078;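 active = highest replicate inhibition of at least 50% and at least 75% of replicates reaching 50%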;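 also: plate controls were DMSO neutral control for no effect and GW8510 at 10 µM for full effect; many of its hits are not listed in these tables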
MITF act: MITF TRPM1 promoter activation in melanoma cells. hit rate 0.75% among 300,000. AID 588334. SK-MEL-5 TRPM1-promoter luciferase, 24 h; % of positive control, neutral wells = 0. activation, % at 12.5 µM;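 active = mean activation of at least 80% with every replicate also reaching 80%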;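 also: 0% = neutral control wells and 100% = parthenolide positive control wells; values of inactives mirror those of a sister screen read the other way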
SR-BI DiI inh: mouse SR-BI HDL lipid transfer inhibition. Q61009. ldlA[mSR-BI] CHO cells, DiI-HDL uptake fluorescence, 3 h. inhibition, % at 12.5 µM. hit rate 0.96% among 320,000;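 active = mean replicate inhibition of at least 70% and a set share of replicates each scoring 70 or more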;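 also: 0% = median of neutral control wells and 100% = median of positive control wells; values of inactives mirror those of a sister screen read the other way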
Target sequence (Q61009 whole entry, looked up): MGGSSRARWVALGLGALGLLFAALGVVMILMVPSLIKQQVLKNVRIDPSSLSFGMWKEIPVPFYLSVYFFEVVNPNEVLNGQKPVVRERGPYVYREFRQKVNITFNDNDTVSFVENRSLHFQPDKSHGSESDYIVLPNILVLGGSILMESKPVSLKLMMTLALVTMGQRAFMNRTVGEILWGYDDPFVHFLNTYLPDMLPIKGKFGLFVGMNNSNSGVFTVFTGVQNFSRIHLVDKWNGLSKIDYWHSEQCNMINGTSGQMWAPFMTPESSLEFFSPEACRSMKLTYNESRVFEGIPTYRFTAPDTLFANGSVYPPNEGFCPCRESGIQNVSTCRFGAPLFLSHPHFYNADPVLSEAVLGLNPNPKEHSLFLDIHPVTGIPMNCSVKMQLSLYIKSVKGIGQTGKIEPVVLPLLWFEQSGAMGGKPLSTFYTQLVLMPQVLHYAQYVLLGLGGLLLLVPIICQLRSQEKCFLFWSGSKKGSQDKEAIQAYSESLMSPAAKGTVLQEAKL
NSD2 HMT inh: NSD2 (human) methyltransferase inhibition; NSD2 peptide methylation, AlphaScreen, 120 min; O96028; AID 743445; inhibition, % at 12.5 µM; hit rate 0.54% among 310,000; in the data active = inhibition above about 50%
PKA-R2B act: activates the human PKA-R2B holoenzyme complex; PKA-R2B holoenzyme dissociation, Cy5-IP20 fluorescence polarization; R2B truncated from residue 108, S112A mutant; 0% DMSO only, 100% 113 µM cGMP; AID 504700; activation, % at 11.4 µM; hit rate 0.079% among 340,000;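 active = activation above a cutoff set at the mean over all compounds plus 3 SD, cut at about 18% in these data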;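 also: higher means more holoenzyme dissociation and a rise in polarization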
SR-BI DiI-HDL act: activators of SR-BI mediated HDL lipid uptake; CHO ldlA[mSR-BI] cells, DiI-HDL uptake fluorescence, 3 h; 100 = double the neutral-control signal; activation, % at 12.5 µM; hit rate 0.096% among 320,000; AID 504775;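 active = mean replicate activation of at least 60% and every replicate at or above 60%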;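 also: 0% = median plate neutral-control signal and 100% = twice that signal; values of inactives mirror those of a sister screen read the other way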
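Test system: SR-BI-overexpressing, LDLR-lacking CHO cells; Medium: Ham's F12 with 0.5% BSA, HEPES 25 mM, pH 7.4; Schedule: 3 h, 37 °C; Technique: bottom-read fluorescence, 550/595 nm.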
dFosB activator: activators of mouse delta FosB homodimer; P13346; purified delta FosB, TAMRA-CDK5 oligo fluorescence polarization; percent of positive-control signal above neutral wells; activation, % at 25 µM; hit rate 0.99% among 340,000; AID 493131;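 active = mean activation above about 17%, with every replicate also reaching it, limit read from the data, passing the limit was not always enough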;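 also: fluorescence polarization rise as delta FosB binds a TAMRA Cdk5 AP-1 oligo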
Target sequence (P13346 whole entry, looked up): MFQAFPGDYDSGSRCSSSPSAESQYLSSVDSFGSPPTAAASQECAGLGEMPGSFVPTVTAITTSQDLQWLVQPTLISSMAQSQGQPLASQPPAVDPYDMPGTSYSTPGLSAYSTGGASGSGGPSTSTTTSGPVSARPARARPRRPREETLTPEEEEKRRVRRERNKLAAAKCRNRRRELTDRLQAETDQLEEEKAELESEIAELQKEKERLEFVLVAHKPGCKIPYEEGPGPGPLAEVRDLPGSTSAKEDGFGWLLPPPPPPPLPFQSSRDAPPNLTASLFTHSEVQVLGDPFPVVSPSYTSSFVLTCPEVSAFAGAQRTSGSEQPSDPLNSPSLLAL
Arr AP2 block: human beta-arrestin and AP2 interaction inhibition | FITC-arrestin peptide / GST-AP2 beads, flow cytometry; AP2 beta2 appendage carries R879A mutation | inhibition, % at 10 µM | hit rate 0.31% among 340,000 | AID 504490;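 active = inhibition above a set limit, near 3 SD of compounds lacking own fluorescence, cut at about 54% in these data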;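 also: plate controls were DMSO wells for no effect and 5 µM unlabelled arrestin peptide for full effect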
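Measured by: flow cytometry, FL1 (488/535 nm); Material: AP2 appendage R879A on GSH beads; Evaluation: percent response; Timing: pre-incubation 12 min, peptide binding 1 h, room temperature; Also added: 50 nM FITC-arrestin peptide; Medium: PBS with 0.05% Tween 20 and 0.1% BSA.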
The depositor's hits bear a star; x = no result given. Compounds as they come. Share with any hit: about 4.7%.

SMILES	DSG3 Ab inh	Mot1-301 SUMO	PKA-R1A act	CDK5 inh	MITF act	SR-BI DiI inh	NSD2 HMT inh	PKA-R2B act	SR-BI DiI-HDL act	dFosB activator	Arr AP2 block
COc1ccc(S(=O)(=O)Nc2cccc3c2O[C@H](CN(C)C(=O)Nc2c(C)noc2C)[C@@H](C)CN([C@H](C)CO)C3=O)cc1	103.5	-2.7	-5.5	0.9	2.3	3.6	x	-11.8	-11.3	-1.3	4.7
CCOC(=O)C1=NN(c2ccccc2)C2(S1)SC(C(C)=O)=C(C)N2c1ccccc1 (configuration not stated)	x	x	-1.0	-1.1	-9.7	-21.1	6.0	8.9	21.1	-8.0	-8.3
Cc1ccc(C)c(-c2cc(C(=O)Nc3cccc(C(=O)O)c3)c3ccccc3n2)c1	96.7	-20.4	-1.8	-4.9	-7.5	-9.5	0.5	0.2	9.5	-6.5	-4.0
CC(C)(O)CC[C@@H](O)[C@](C)(O)C1CC[C@@]2(O)C3=CC(=O)[C@]4(O)C[C@@H](O)[C@@H](O)C[C@]4(C)C3CC[C@]12C (some centres not stated)	106.4	-0.9	10.8	-2.6	-4.8	-14.5	x	-3.0	14.5	-7.5	17.2
Cc1nn(-c2c(Cl)cc(Cl)cc2Cl)c(=O)c2ccccc12	98.4	23.7	1.6	0.1	-11.2	31.4	-2.5	7.5	-31.4	-0.6	-17.4
CC(=O)Nc1ccc(-n2cc(-c3ccccc3)[nH]c2=S)cc1	101.4	-24.9	-15.5	1.0	0.2	-15.3	-0.3	-9.3	15.3	6.1	2.1
CC1Oc2ccccc2N(CC(=O)NCCN2CCOCC2)C1=O (configuration not stated)	91.2	-6.5	11.2	1.8	3.8	-1.7	0.5	7.1	1.7	5.1	9.7
Cc1cccnc1NC(=O)CNC(=O)COc1ccccc1	103.2	0.1	-8.3	0.2	6.8	-19.7	13.0	-9.0	19.7	2.8	5.6
Cc1ccc(-c2c(C(=O)N/N=C/c3cccc(Cl)c3)nnn2-c2nonc2N)cc1	99.4	18.8	-11.7	-3.4	1.2	59.9	-0.3	-3.7	-59.9	46.9*	-7.1
O=C(/C=C/c1ccccc1Cl)N(Cc1cccs1)C1CCS(=O)(=O)C1 (configuration not stated)	95.2	-0.5	3.1	1.4	x	11.3	24.3	-5.5	-11.3	-15.8	41.8
N#C/C(=C/c1ccc(F)cc1)c1nnc(NC(=O)c2ccccc2)s1	98.2	-16.5	-4.9	0.4	2.5	x	-13.4	-5.6	x	21.3*	4.9
COC(=O)[C@]1(Cc2ccccc2)N[C@H](CN(C)S(=O)(=O)c2ccc(OC(F)(F)F)cc2)[C@@H]2C(=O)N(Cc3ccccc3)C(=O)[C@@H]21	103.2	-7.1	-9.8	-1.7	6.1	-33.8	x	0.1	33.8	-6.6	0.9
CCCNC(=O)CC(NS(=O)(=O)c1ccc(OC)cc1)c1ccco1 (configuration not stated)	x	1.3	-5.5	0.7	0.8	-35.8	-2.4	5.9	35.8	-7.0	3.4
CSc1ccccc1C(=O)OCC(=O)Nc1cccnc1Cl	91.6	12.9	-3.3	2.5	12.9	24.9	-3.0	0.0	-24.9	0.4	-10.6
Nc1ccc(-c2ncc(-c3ccccc3)o2)cc1	89.1	46.2	-0.1	0.6	-58.6	-0.1	3.1	-1.7	0.1	-5.9	32.8
Cc1onc(-c2ccccc2)c1CNC(=O)Nc1ccccc1	103.7	-6.6	2.7	0.2	-2.3	-1.4	32.9	-3.3	1.4	-3.8	-5.0
O=C(NCC(O)c1ccc([N+](=O)[O-])cc1)Nc1ccccc1 (configuration not stated)	x	-3.8	-6.5	-4.9	2.8	-0.2	-0.5	-0.9	0.2	-3.3	-0.2
CCOc1cc(CN2CCN(S(=O)(=O)Cc3ccccc3)CC2)ccc1OC	108.3	-1.5	4.4	-1.3	x	x	1.1	1.1	x	-3.5	22.8
C=CCO/N=C(/CCC)C1=C(N)CC(C)(C)CC1=O	98.4	257.6	-4.1	-1.3	-3.2	-8.2	-3.1	-4.8	8.2	-2.6	40.6
Cn1nnc(NC(=O)C(c2ccccc2)c2ccccc2)n1	104.0	-26.3	6.6	3.3	-9.9	16.8	-3.8	4.5	-16.8	-3.2	12.4
COc1cc(/C=N/NC(=O)c2cc(-c3ccccc3)nc3ccccc23)ccc1O	111.6	-0.6	-0.7	-4.6	-7.6	68.5	0.5	17.9	-68.5	-8.7	5.0
CC(C)CC(NC(=O)C1CCC(C)CC1)C(=O)NCc1cccnc1 (configuration not stated)	90.0	10.6	-0.1	0.1	-5.9	-4.1	-1.2	-0.4	4.1	0.4	-7.3
CC(C)(C)Nc1nc(OCC#N)nc(N2CCCCC2)n1	96.7	234.2	5.4	-0.5	-19.6	2.9	-0.2	1.8	-2.9	-17.1	-3.9
COc1cccc(-c2nc(N3CCCCC3C)c3ccccc3n2)c1O (configuration not stated)	111.0	-16.8	-3.8	-4.0	-13.0	27.4	-45.3	-8.4	-27.4	-11.6	-8.6
CC(C)(C)NC(=O)NCc1ccco1	114.1	-11.5	5.4	-0.7	x	-14.4	0.3	-4.6	14.4	-3.5	-11.2
CCCCNC(=O)c1cc2nc3c(c(C(F)(F)F)n2n1)CCc1ccccc1-3	97.8	-7.4	5.6	1.5	0.0	28.2	0.2	-1.9	-28.2	-3.2	9.9
COc1cc2nc(N(CCCN(C)C)C(=O)c3ccc(S(=O)(=O)N4CCc5ccccc5C4)cc3)sc2cc1OC	108.4	0.2	-5.3	1.9	-8.7	14.1	1.2	3.3	-14.1	5.4	-14.3
COc1ccc(COC(=O)Oc2ccc(CNC(C)=O)cc2OC)c([N+](=O)[O-])c1	105.5	16.3	-2.3	0.2	3.5	6.3	x	8.4	-6.3	-3.4	-9.7
O=C(c1csc2ccccc12)N1CCN(c2ccccn2)CC1	104.9	-4.7	-2.5	-2.2	-1.6	8.9	1.1	-0.8	-8.9	-2.8	36.6
COc1ccc(CCNC(=O)CN(c2cc([N+](=O)[O-])ccc2OC)S(C)(=O)=O)cc1	100.5	246.2	2.3	0.8	-2.1	-11.7	-4.8	0.3	11.7	5.9	-4.5
COc1ccc(C(=O)C2CCCN(C(=O)c3cccc(N(C)C)c3)C2)cc1OC (configuration not stated)	119.6	5.9	1.7	-2.3	1.2	11.5	6.4	-1.1	-11.5	-4.9	-0.6
O=C(NCN1C(=O)C2C3C=CC(C3)C2C1=O)Nc1nccs1 (configuration not stated)	97.8	117.2	1.0	-1.1	-5.6	2.6	-1.1	-4.5	-2.6	-11.7	1.5
Cc1[nH]c2ccccc2c1C(=O)COC(=O)C1CCC1	106.9	49.2	2.6	-0.3	3.0	-0.9	-0.5	-6.5	0.9	8.1	5.2
Cc1nn(Cc2ccccc2)c(N)c1-c1ccccc1	107.2	14.2	-0.2	0.5	3.3	-43.0	1.1	3.7	43.0	5.0	26.6
COc1ccc(C(=O)NC2CC3CCCC(C2)N3Cc2ccccc2)cc1 (configuration not stated)	100.5	1.3	-14.9	0.4	4.6	-17.9	-1.3	-8.4	17.9	-4.6	-7.7
COc1ccc(CSc2nnc(N)s2)cc1F	113.0	16.6	-3.6	0.1	28.2	7.7	0.9	-6.1	-7.7	-2.4	4.8
O=C1CCC(C(=O)N2CCC(O)(c3ccccc3)CC2)CN1CCc1ccccc1 (configuration not stated)	106.3	12.7	8.2	1.7	4.1	-9.9	-2.5	-1.2	9.9	-2.0	-4.3
N#CC1=C(N)N(c2ccccc2)C(=O)C1	97.8	-17.9	-10.1	-1.0	-8.0	-24.9	0.8	-10.5	24.8	-3.8	2.9
Cc1c(Br)c([N+](=O)[O-])nn1CC(=O)N1CCN(Cc2ccccc2)CC1	107.3	-4.4	0.3	0.1	-2.5	-17.7	0.7	2.0	17.7	2.0	-4.8
Cc1occc1-c1nnc(SCC(=O)Nc2ccc(F)cc2)n1Cc1ccccc1	70.4	-2.6	-5.0	-1.8	4.3	-5.9	-1.7	1.4	5.9	-14.9	6.3

Pulled one by one from the entries so far (five):
SMILES	DSG3 Ab inh	Mot1-301 SUMO	PKA-R1A act	CDK5 inh	MITF act	SR-BI DiI inh	NSD2 HMT inh	PKA-R2B act	SR-BI DiI-HDL act	dFosB activator	Arr AP2 block
O=C(NCN1C(=O)C2C3C=CC(C3)C2C1=O)Nc1nccs1 (configuration not stated)	97.8	117.2	1.0	-1.1	-5.6	2.6	-1.1	-4.5	-2.6	-11.7	1.5
Cc1c(Br)c([N+](=O)[O-])nn1CC(=O)N1CCN(Cc2ccccc2)CC1	107.3	-4.4	0.3	0.1	-2.5	-17.7	0.7	2.0	17.7	2.0	-4.8
COc1ccc(C(=O)NC2CC3CCCC(C2)N3Cc2ccccc2)cc1 (configuration not stated)	100.5	1.3	-14.9	0.4	4.6	-17.9	-1.3	-8.4	17.9	-4.6	-7.7
Cc1occc1-c1nnc(SCC(=O)Nc2ccc(F)cc2)n1Cc1ccccc1	70.4	-2.6	-5.0	-1.8	4.3	-5.9	-1.7	1.4	5.9	-14.9	6.3
COc1ccc(C(=O)C2CCCN(C(=O)c3cccc(N(C)C)c3)C2)cc1OC (configuration not stated)	119.6	5.9	1.7	-2.3	1.2	11.5	6.4	-1.1	-11.5	-4.9	-0.6

Next section.
SMILES	DSG3 Ab inh	Mot1-301 SUMO	PKA-R1A act	CDK5 inh	MITF act	SR-BI DiI inh	NSD2 HMT inh	PKA-R2B act	SR-BI DiI-HDL act	dFosB activator	Arr AP2 block
O=c1[nH]cnc(O)c1C(c1ccc(F)cc1)c1c(O)nc[nH]c1=O	108.0	-1.0	9.8	0.6	x	-17.0	-5.1	2.0	17.0	2.5	37.4
CCN(c1ccccc1)S(=O)(=O)c1cc(NC(=O)C2CC2)ccc1Cl	108.3	-2.8	9.0	-2.0	x	2.1	-1.1	-4.1	-2.1	-3.5	-10.5
COc1ccc(CCNC(=O)c2cc(S(=O)(=O)N3CCOCC3)ccc2F)cc1	x	4.0	2.2	-0.6	-8.1	3.2	0.9	-6.9	-3.2	0.1	-2.2
C=CCn1c(O)c(C2=c3ccccc3=NC2=O)sc1=Nc1ccc(O)cc1	99.8	8.0	-11.9	-1.4	-34.3	9.9	x	-3.1	-9.9	-11.6	0.5

Bioassay records: PubChem BioAssay, several laboratories
